Pol III holo inh: qHTS Assay for Inhibitors of DNA Polymerase III Holoenzyme System. reconstituted DNA polymerase III holoenzyme replication, biochemical. AID 603, 2007. 71,000 compounds, 0.25% hits. Potency, µM (doses to about 57.1 µM), inactives show at the highest dose activity change, negative = inhibition; note: potency is the fitted concentration of half-maximal effect; % is set by controls: 0 for no effect and ±100 for the full control effect
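Reconstituted *E. coli* holoenzyme (0.35 nM Pol III, 1 nM beta, 154 nM SSB, 2 nM primase) was preincubated with compound for 15 min at RT. Synthesis on 1.4 nM ssM13Gori ran 35 min, then was stopped with PicoGreen/EDTA and read as dsDNA fluorescence.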
15-hLO inh: qHTS Assay for Inhibitors of 15-hLO (15-human lipoxygenase); Potency, µM (highest dose often 57.1 µM), for inactives: at the top dose activity change, negative = inhibition, most hits filed as inhibitors; Polyunsaturated fatty acid lipoxygenase ALOX15 (Homo sapiens), P16050; 74,000 compounds, 1.4% hits; AID 887, 2007; purified 15hLO-1, xylenol orange hydroperoxide absorbance; note: potency is the fitted concentration of half-maximal effect; % is set by controls: 0 for no effect and ±100 for the full control effect; nearly all actives have a fitted effect of over 55% in size
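Quantitative HTS in 25 mM Hepes pH 7.5 containing 0.01% Triton X-100: human 15hLO-1 at 40 nM, arachidonic acid at 50 uM, 6 min turnover. Product quantified via ferrous oxidation/xylenol orange, 573:405 nm absorbance ratio.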
BRCT inh green: qHTS Assay for Inhibitors of BRCT-Phosphoprotein Interaction (Green Fluorophore); 75,000 compounds, 0.05% hits; Breast cancer type 1 susceptibility protein (Homo sapiens), P38398; AID 875, 2007; BRCA1 BRCT-phosphopeptide binding, green fluorescence polarization; Potency, µM (top dose mostly 76.9 µM), without a hit: at the top dose activity change, negative = inhibition, actives largely listed as inhibitors;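 note: potency is the fitted concentration of half-maximal effect; plate controls were peptide without protein for full effect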
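Compounds were incubated for 12 min at room temperature with a complex of 100 nM fluorescein-tagged pBACH1 decapeptide and 250 nM His-tagged BRCT protein. Buffer was phosphate pH 7.3 with EDTA, DTT and Tween 20. Disruption of binding lowers the polarization signal.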
HADH2 inhib: qHTS Assay for Inhibitors of HADH2 (Hydroxyacyl-Coenzyme A Dehydrogenase, Type II); 3-hydroxyacyl-CoA dehydrogenase type-2 (Homo sapiens), Q99714; recombinant HADH2, NADH fluorescence, beta-hydroxybutyryl-CoA; Potency, µM (top dose mostly 57.1 µM), for the others: at the highest dose activity change, negative = inhibition, most hits filed as inhibitors; 73,000 compounds, 3.4% hits; note: potency is the fitted concentration of half-maximal effect; % is set by controls: 0 for no effect and ±100 for the full control effect; nearly all actives have a fitted effect of over 60% in size; many of its hits are not listed in these tables
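His-tagged recombinant enzyme from E. coli, 20 nM, preincubated 15 min RT with compound; reaction started with 1 mM NAD+ and 90 uM beta-hydroxybutyryl-CoA in 100 mM Tris-HCl pH 9.0. NADH fluorescence (ex 360/em 450) read over 4 min; last-minus-first difference.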
Rhodamine fluor: qHTS Assay for Spectroscopic Profiling in Rhodamine Spectral Region | Rhodamine-region fluorescence, 547/598 nm, Tris buffer; active compounds read high | 59,000 compounds, 0.05% hits | max dye-equivalent concentration, M; in the data active = max dye-equivalent concentration above about 11 nM; inconclusive = between about 1.1 nM and that limit
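Intrinsic compound fluorescence, ex 547 / em 598 nm, CCD imager. Tris 100 mM pH 8.0; 15 min RT. Output = rhodamine dye-equivalent concentration at each compound concentration.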
HEK293 cAMP cs: qHTS Assay for Agonists of the Thyroid Stimulating Hormone Receptor: Activators of Intracellular cAMP Concentrations in Parental HEK 293; parental HEK293 CNG cAMP sensor, membrane potential fluorescence; Potency, µM (top dose mostly 57.1 µM), without a hit: at the top dose activation, hits mostly activators; 73,000 compounds, 2.5% hits; note: potency is the fitted concentration of half-maximal effect; % of control where 0% means no effect; nearly all actives have a fitted effect of over 55% in size
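Parental HEK 293 cells stably expressing a cAMP-gated CNG channel were loaded with membrane potential dye containing 100 uM RO 20-1724 for 60 min. Compound added for 30 min; depolarization read as fluorescence intensity at 590 nm.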
BRCT PPI red: qHTS Assay for Inhibitors of BRCT-Phosphoprotein Interaction (Red Fluorophore). BRCT-phosphopeptide binding, red fluorescence polarization. Potency, µM (highest dose often 76.9 µM), for the others: at the highest dose activity change, negative = inhibition, actives largely listed as inhibitors. 75,000 compounds, 0.03% hits. AID 892, 2007; note: % is set by controls: 0 for no effect and ±100 for the full control effect
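Fluorescence polarization: 100 nM His-tagged BRCA1 BRCT with 100 nM TAMRA-labelled phospho-BACH1 decapeptide, phosphate buffer pH 7.3 with 150 mM NaCl, DTT, 0.01% Tween 20; 12 min RT. Binding inhibition seen as FP decrease.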
USP2a inhib: qHTS Assay for Inhibitors of Ubiquitin-specific Protease USP2a. Ubiquitin carboxyl-terminal hydrolase 2 (Homo sapiens), O75604. USP2a enzymatic assay, qHTS inhibition. Potency, µM (series often up to 38.3 µM), for the others: at the highest dose activity change, negative = inhibition, actives largely listed as inhibitors. 60,000 compounds, 0.1% hits;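 note: potency is the fitted concentration of half-maximal effect; nearly all actives have a fitted effect of over 60% in size; plate controls were DMSO for no effect and NEM full inhibition control for full effect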
Target sequence (O75604 whole entry, looked up): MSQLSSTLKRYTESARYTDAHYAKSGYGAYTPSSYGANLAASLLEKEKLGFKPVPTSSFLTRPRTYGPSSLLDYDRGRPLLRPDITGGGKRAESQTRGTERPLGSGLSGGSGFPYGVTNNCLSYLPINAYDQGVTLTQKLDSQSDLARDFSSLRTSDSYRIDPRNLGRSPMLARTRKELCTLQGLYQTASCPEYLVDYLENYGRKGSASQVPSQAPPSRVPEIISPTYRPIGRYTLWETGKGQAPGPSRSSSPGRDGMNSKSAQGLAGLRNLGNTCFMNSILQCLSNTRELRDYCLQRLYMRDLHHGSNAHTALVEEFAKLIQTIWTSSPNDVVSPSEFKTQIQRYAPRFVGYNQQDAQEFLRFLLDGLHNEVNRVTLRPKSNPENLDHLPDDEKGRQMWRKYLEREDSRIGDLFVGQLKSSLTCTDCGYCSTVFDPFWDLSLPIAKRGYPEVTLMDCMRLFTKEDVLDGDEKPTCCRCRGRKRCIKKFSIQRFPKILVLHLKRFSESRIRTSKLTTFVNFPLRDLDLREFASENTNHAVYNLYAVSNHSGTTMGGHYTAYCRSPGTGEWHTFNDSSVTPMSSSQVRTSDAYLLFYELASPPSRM
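20 nM USP2 core + cpd, 30 min RT; add 20 nM Ub-PLA2/20 uM NBD C6-HPC; read Ex460/Em535 at 0 h and 2.5 h. Normalized to NEM; qHTS curve fit/classification.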
Caspase-7 inhib: qHTS Assay for Allosteric/Competitive Inhibitors of Caspase-7. Potency, µM (top dose mostly 57.5 µM), for inactives: top-dose activity change, negative = inhibition, actives largely listed as inhibitors. 75,000 compounds, 0.02% hits. P55210. recombinant caspase-7, Ac-DEVD-AFC fluorescence rate; active = well fitted inhibition curve with a large enough effect in the main read-out, with a control signal flat, not every such curve was filed as active; inconclusive = small, poorly fitted or top-dose-only effect, or a change in a side signal; note: potency is the fitted concentration of half-maximal effect; % of control where 0% means no effect
Target sequence (P55210 24-198 limits assumed): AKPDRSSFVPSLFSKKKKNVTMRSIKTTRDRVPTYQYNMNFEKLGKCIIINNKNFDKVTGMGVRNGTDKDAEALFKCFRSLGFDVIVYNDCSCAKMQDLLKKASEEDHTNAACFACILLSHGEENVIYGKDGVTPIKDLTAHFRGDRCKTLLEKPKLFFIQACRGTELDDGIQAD
Target sequence (P55210 207-303 limits assumed): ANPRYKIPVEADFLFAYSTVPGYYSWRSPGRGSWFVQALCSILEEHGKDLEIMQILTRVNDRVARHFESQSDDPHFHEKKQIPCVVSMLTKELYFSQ
Tau fil binding: qHTS Assay for Tau Filament Binding | recombinant tau filaments, thioflavin S fluorescence, 15 h; filaments grown with octadecylsulfate alongside compound | Microtubule-associated protein tau (Homo sapiens), P10636 | 71,000 compounds, 2% hits | AID 596, 2007 | Potency, µM (doses to about 57.1 µM), for inactives: at the highest dose activity change, negative = inhibition;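 note: potency is the fitted concentration of half-maximal effect; % is set by controls: 0 for no effect and ±100 for the full control effect; actives lower thioflavin S fluorescence by blocking filaments or displacing dye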
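ThS-based fibril read: tau 1 uM final, inducer ODS 30 uM final, 37 C for 15 h, ex 450/em 510 nm.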
Casp1 inh: qHTS Assay for Allosteric/Competitive Inhibitors of Caspase-1; Potency, µM (top dose mostly 57.5 µM), for inactives: at the top dose activity change, negative = inhibition, most hits filed as inhibitors; Caspase-1 enzyme, Ac-WEHD-AFC fluorogenic rate; 75,000 compounds, 0.03% hits; AID 900, 2007;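 note: potency is the fitted concentration of half-maximal effect; plate controls were vehicle for no effect and no substrate for full effect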
An asterisk follows results filed as active; i = inactive; ? = inconclusive; · = no result given; [ ] = remark or other dose. Unless noted, calls come from the whole dose curve; as a rule, active = well fitted curve in the direction sought with a large enough effect; inconclusive = small, poorly fitted or top-dose-only effect, or another doubt; inactive = no such curve, though single readings can be large; an effect the other way counts as inactive or inconclusive. Only part of the results is shown; rates above refer to the full screens.

Field names: A = Pol III holo inh; B = 15-hLO inh; C = BRCT inh green; D = HADH2 inhib; E = Rhodamine fluor; F = HEK293 cAMP cs; G = BRCT PPI red; H = USP2a inhib; I = Caspase-7 inhib; J = Tau fil binding; K = Casp1 inh
C[C@H](CCC(=O)O)[C@H]1CC[C@@H]2[C@@H]3[C@@H](O)C[C@H]4C[C@@H](O)CC[C@@]4(C)[C@H]3CC[C@@]21C
  A: 0%[25.6 µM]	B: 9%[25.6 µM]	C: -0.5%[34.4 µM]	D: 1%[25.6 µM]	E: i	F: -3%[25.6 µM]	G: 0.1%[34.4 µM]	H: 16%[17.1 µM]	I: -10%[25.7 µM]	J: -1%[25.6 µM]	K: -2%[25.7 µM]

COc1c(O)cc2c(c1O)[C@@H]1O[C@@H](CO)[C@@H](O)[C@@H](O)[C@@H]1OC2=O
  A: -3%[25.6 µM]	B: -4%[25.6 µM]	C: -2.5%[34.4 µM]	D: -4%[25.6 µM]	E: i	F: ?	G: -0.9%[34.4 µM]	H: -10%[17.1 µM]	I: 1%[25.7 µM]	J: -5%[25.6 µM]	K: -1%[25.7 µM]

Cc1ccc(C(=O)C(C)CN2CCCCC2)cc1 (stereo not drawn)
  A: ·	B: 3%	C: 0.2%[3.08 µM]	D: ·	E: ·	F: ·	G: 1.2%	H: -5%	I: -1%	J: ·	K: 1%

CN1CCN(CCCN2c3ccccc3Sc3ccc(S(=O)(=O)N(C)C)cc32)CC1
  A: -5%[25.6 µM]	B: 19%[25.6 µM]	C: -0.8%[34.4 µM]	D: 5%[25.6 µM]	E: i	F: 2%[25.6 µM]	G: 1.0%[34.4 µM]	H: 17%[17.1 µM]	I: -2%[25.7 µM]	J: -28%[25.6 µM]	K: -2%[25.7 µM]

CCn1cc(C(=O)O)c(=O)c2cc(F)c(N3CCN[C@@H](C)C3)c(F)c21
  A: -2%[25.6 µM]	B: 5%[25.6 µM]	C: -2.0%[34.4 µM]	D: 16µM*	E: i	F: 2%[25.6 µM]	G: 2.3%[34.4 µM]	H: -4%[17.1 µM]	I: 1%[25.7 µM]	J: 5%[25.6 µM]	K: 0%[25.7 µM]

CC(C)(C(=O)c1cccnc1)c1cccnc1
  A: -6%[25.6 µM]	B: 6%[25.6 µM]	C: -1.7%[34.4 µM]	D: -7%[25.6 µM]	E: i	F: 3%[25.6 µM]	G: 0.7%[34.4 µM]	H: -1%[17.1 µM]	I: 0%[25.7 µM]	J: 6%[25.6 µM]	K: -3%[25.7 µM]

Cc1oncc1C(=O)Nc1ccc(C(F)(F)F)cc1
  A: -1%[25.6 µM]	B: -21%	C: -3.7%	D: 5%	E: i	F: -14%	G: -2.7%	H: 12%	I: 3%	J: -2%[25.6 µM]	K: -4%

COc1ccc([C@@H]2CNC(=O)C2)cc1OC1CCCC1
  A: 0%	B: ?	C: -0.4%	D: 7%	E: i	F: -3%	G: -2.2%	H: -6%[17.1 µM]	I: -1%	J: ?	K: 0%

Cc1cn([C@H]2C[C@H](O)[C@@H](CO)O2)c(=O)[nH]c1=O
  A: ·	B: 9%[25.6 µM]	C: 1.4%	D: ·	E: ·	F: ·	G: -0.4%	H: ·	I: 2%	J: ·	K: -2%

C[C@H]1C[C@@H]2[C@H]3CCC4=CC(=O)C=C[C@@]4(C)[C@@]3(Cl)[C@@H](O)C[C@]2(C)[C@]1(OC(=O)c1ccco1)C(=O)CCl
  A: -6%[25.6 µM]	B: 2%[25.6 µM]	C: -1.4%[34.4 µM]	D: 4%[25.6 µM]	E: i	F: 1%[25.6 µM]	G: 0.2%[34.4 µM]	H: 19%[17.1 µM]	I: -1%[25.7 µM]	J: 16%[25.6 µM]	K: -6%[25.7 µM]

O=C(NCCN1CCOCC1)c1ccc(Cl)cc1
  A: 8%	B: 4%	C: -0.6%	D: 16%	E: i	F: 8%	G: 0.8%	H: 0%	I: 0%	J: 2%	K: 1%

CCN(CCCCOC(=O)c1ccc(OC)c(OC)c1)[C@@H](C)Cc1ccc(OC)cc1
  A: -1%[25.6 µM]	B: 4%[25.6 µM]	C: -0.1%[34.4 µM]	D: 20%[25.6 µM]	E: i	F: 21%[25.6 µM]	G: 1.9%[34.4 µM]	H: 3%[17.1 µM]	I: 1%[25.7 µM]	J: -10%[25.6 µM]	K: 2%[25.7 µM]

Some of the entries so far, field by field:
structure: COc1c(O)cc2c(c1O)[C@@H]1O[C@@H](CO)[C@@H](O)[C@@H](O)[C@@H]1OC2=O
  Pol III holo inh: -3%[25.6 µM]	15-hLO inh: -4%[25.6 µM]	BRCT inh green: -2.5%[34.4 µM]	HADH2 inhib: -4%[25.6 µM]	Rhodamine fluor: i	HEK293 cAMP cs: ?	BRCT PPI red: -0.9%[34.4 µM]	USP2a inhib: -10%[17.1 µM]	Caspase-7 inhib: 1%[25.7 µM]	Tau fil binding: -5%[25.6 µM]	Casp1 inh: -1%[25.7 µM]
structure: Cc1ccc(C(=O)C(C)CN2CCCCC2)cc1 (stereo not drawn)
  Pol III holo inh: ·	15-hLO inh: 3%	BRCT inh green: 0.2%[3.08 µM]	HADH2 inhib: ·	Rhodamine fluor: ·	HEK293 cAMP cs: ·	BRCT PPI red: 1.2%	USP2a inhib: -5%	Caspase-7 inhib: -1%	Tau fil binding: ·	Casp1 inh: 1%
structure: CN1CCN(CCCN2c3ccccc3Sc3ccc(S(=O)(=O)N(C)C)cc32)CC1
  Pol III holo inh: -5%[25.6 µM]	15-hLO inh: 19%[25.6 µM]	BRCT inh green: -0.8%[34.4 µM]	HADH2 inhib: 5%[25.6 µM]	Rhodamine fluor: i	HEK293 cAMP cs: 2%[25.6 µM]	BRCT PPI red: 1.0%[34.4 µM]	USP2a inhib: 17%[17.1 µM]	Caspase-7 inhib: -2%[25.7 µM]	Tau fil binding: -28%[25.6 µM]	Casp1 inh: -2%[25.7 µM]
structure: CCn1cc(C(=O)O)c(=O)c2cc(F)c(N3CCN[C@@H](C)C3)c(F)c21
  Pol III holo inh: -2%[25.6 µM]	15-hLO inh: 5%[25.6 µM]	BRCT inh green: -2.0%[34.4 µM]	HADH2 inhib: 16µM*	Rhodamine fluor: i	HEK293 cAMP cs: 2%[25.6 µM]	BRCT PPI red: 2.3%[34.4 µM]	USP2a inhib: -4%[17.1 µM]	Caspase-7 inhib: 1%[25.7 µM]	Tau fil binding: 5%[25.6 µM]	Casp1 inh: 0%[25.7 µM]

Compound activity (PubChem)
